High-throughput results as filed in PubChem BioAssay.
CatL block = inhibitors of human cathepsin L, biochemical; Procathepsin L (Homo sapiens), P07711; purified cathepsin L, fluorogenic substrate, fluorescence; inhibition, %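 (tested at 10 µM)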; actives 0.17% (n = 58,000); AID 460, 2006; in the data active means inhibition above about 45%;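 further: 0% = enzyme with no compound and 100% = no enzyme blank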
CatB inh = human cathepsin B inhibitors, primary screen, biochemical, fluorogenic substrate | P07858 | inhibition, %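 (tested at 10 µM)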 | AID 453, 2006 | actives 0.1% (n = 63,000) | purified cathepsin B, fluorescence; in the data active means inhibition above about 21%;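 further: 0% = enzyme with no compound and 100% = no enzyme blank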
FXIa mix inh = FXIa protease inhibitors in compound pools, primary screen, biochemical, 10-compound mixtures; Coagulation factor XI (Homo sapiens), P03951; purified FXIa, fluorogenic substrate, pooled mixtures; inhibition, % at 5 µM; actives 0.19% (n = 62,000); AID 680, 2007;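 further: each value is inhibition by a whole ten-compound pool holding the compound; 0% = enzyme with no mixture and 100% = wells lacking enzyme; strong numbers were not always called active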
Target sequence (P03951 19-387 limits assumed): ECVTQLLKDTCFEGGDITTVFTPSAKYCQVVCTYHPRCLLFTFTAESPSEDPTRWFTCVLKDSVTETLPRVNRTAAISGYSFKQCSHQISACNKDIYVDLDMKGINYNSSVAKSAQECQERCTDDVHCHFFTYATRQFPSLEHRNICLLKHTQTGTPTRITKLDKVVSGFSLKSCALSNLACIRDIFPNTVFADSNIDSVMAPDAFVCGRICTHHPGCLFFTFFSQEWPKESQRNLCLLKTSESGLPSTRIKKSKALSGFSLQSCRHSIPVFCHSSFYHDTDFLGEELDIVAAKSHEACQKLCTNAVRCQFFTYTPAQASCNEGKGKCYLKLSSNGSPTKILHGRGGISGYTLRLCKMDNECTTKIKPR
Target sequence (P03951 388-625 limits assumed): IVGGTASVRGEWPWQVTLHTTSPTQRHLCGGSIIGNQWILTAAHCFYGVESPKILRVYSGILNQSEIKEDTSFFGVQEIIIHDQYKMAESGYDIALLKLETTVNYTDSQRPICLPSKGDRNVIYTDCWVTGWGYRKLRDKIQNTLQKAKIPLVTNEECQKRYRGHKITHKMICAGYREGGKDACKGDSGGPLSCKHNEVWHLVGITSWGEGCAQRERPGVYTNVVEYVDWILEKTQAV
C1s inh = complement C1s protease inhibitors, primary screen, biochemical, 10-compound mixtures; mean inhibition % of two 10-compound mixtures (stronger effect = higher value), % at 5 µM (by protocol); purified C1s, fluorogenic AMC substrate, pooled mixtures; AID 538, 2006; Complement C1s subcomponent (Homo sapiens), P09871; actives 0.16% (n = 62,000);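 active means inhibition above 20% in each of the two 10-compound mixture wells holding the compound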;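 further: 0% = enzyme wells lacking compound mixture and 100% = no-enzyme blank wells; some compounds called inactive have numbers as strong as hits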
CatS inh = inhibitors of human cathepsin S, biochemical, compound mixtures. recombinant cathepsin S, AMC dipeptide fluorescence, pooled mixtures. inhibition, %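 (tested at 5 µM per compound within 10-compound mixtures)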. actives 0.06% (n = 62,000). AID 501, 2006; in the data active means inhibition above about 32%, passing the limit was not always enough; inconclusive means no clear call, values can overlap the other calls;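 further: 0% = enzyme without compound and 100% = blank without enzyme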
Abs 340nm = compound light absorbance at 340 nm, profiling panel, artefact control, biochemical, MLSMR library, data from PS, PMK, MK assays. compound absorbance at 340 nm, fold over control. 65,000 tested, under 10 active. fold change at 10 µM;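 active means at 10 µM dose, initial 340 nm absorbance at least 2 fold that of control wells; inactive means change under 2 fold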;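 further: initial absorbance extrapolated from kinetic A340 decline of NADH oxidation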
Cathepsin G inh = human cathepsin G inhibitors, primary screen, biochemical, pooled compound mixtures, AMC fluorescence; purified enzyme, AMC-tetrapeptide fluorescence; AID 581, 2007; inhibition, % at 5 µM (by protocol); actives 0.2% (n = 62,000);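 active means inhibition above 20% in each of the two mixture wells holding the compound; inactive means inhibition of 20% or less in either well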;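 further: 0% = enzyme control without mixture and 100% = blank lacking enzyme; strong numbers were not always called active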
Target sequence (P08311 21-244 limits assumed): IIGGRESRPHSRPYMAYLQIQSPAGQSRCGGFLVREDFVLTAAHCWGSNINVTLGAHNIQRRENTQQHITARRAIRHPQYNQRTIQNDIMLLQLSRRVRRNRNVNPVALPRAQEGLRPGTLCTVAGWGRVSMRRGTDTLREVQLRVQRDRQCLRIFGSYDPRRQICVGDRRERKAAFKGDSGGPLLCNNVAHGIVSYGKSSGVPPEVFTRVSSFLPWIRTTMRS
FXIIa mix inh = human factor XIIa inhibitors, primary screen, biochemical, pooled compound mixtures, fluorogenic substrate | actives 0.2% (n = 62,000) | Coagulation factor XII (Homo sapiens), P00748 | purified FXIIa | inhibition, % at 5 µM;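 further: 0% = enzyme without compound and 100% = no enzyme blank; some results filed as inactive read as strong as hits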
CatB mixtures = cathepsin B inhibitors from pooled compounds, primary screen, biochemical, compound mixtures, AMC fluorescence; actives 0.06% (n = 62,000); inhibition, %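 (ten-compound pools at 5 µM per compound and 50 µM total)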; Purified cathepsin B, AMC dipeptide fluorescence; AID 488, 2006; P07858; in the data active means inhibition above about 22%, passing the limit was not always enough; inconclusive means no clear call, values can overlap the other calls;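 further: 0% = enzyme without compound and 100% = no enzyme blank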
The depositor's hits bear a star; ? = inconclusive; . = no result given. Unless noted, no stated cut-off is given here; in the data, active means inhibition above about 20% (passing the limit was not always enough); inactive means the rest. An excerpt; the hit share may differ from the screen's.

Results follow in this order: Abs 340nm	C1s inh	CatB inh	FXIa mix inh	CatB mixtures	CatL block	Cathepsin G inh	FXIIa mix inh	CatS inh
CCOc1ccc(OCC)c(NC(=O)C2CCCN2S(=O)(=O)c2cccc3cccnc23)c1 (stereo not given)
    1.1	18	3	6	6	.	13	5	6
Cc1noc(C(=O)N2CC3(C)CC2CC(C)(C)C3)c1Cl (stereo not given)
    1.1	-29	-3	11	5	11	-2	2	5
Nc1c2c(nc3ccccc13)CCC2
    1.1	-6	-5	13	-1	.	-1	9	6
CCOCC(=O)Nc1cc(-c2cn3cccnc3n2)ccc1C
    1.1	-124	3	-6	-3	-155	-6	14	1
COC(=O)c1ccccc1NC(=O)n1cc(C)cn1
    1.1	-14	4	4	1	-5	-3	3	13
CCC(Oc1ccccc1)C(=O)N1CCN(c2ccccn2)CC1 (stereo not given)
    1.1	-15	-1	0	-5	9	-7	4	8
COc1ccc(-c2nc3ccccc3s2)cc1O
    1.2	-68	1	-4	1	-1	1	5	-28
O=C(Nc1nc2c(s1)CCCC2)C1COc2ccccc2O1 (stereo not given)
    0.99	-20	0	9	-3	4	4	2	7
CC(=O)c1c(NCc2ccccc2)nc(=O)n(-c2ccccc2)c1C
    1	5	-1	-5	-1	5	8	7	2
COc1ccc(N2C(=O)CCC(C(=O)Nc3cccc(C)n3)C2c2ccc(OC)c(OC)c2)cc1 (stereo not given)
    1	-7	0	1	-2	-12	-4	1	-4
CC(=O)C(Sc1nc(N2CCOCC2)nc(N2CCOCC2)n1)C(=O)Nc1ccccc1 (stereo not given)
    1	2	3	-2	0	30	8	8	13
CCOc1ccc(C2CC(c3cccc(OC)c3)n3nc(N)nc3N2)cc1 (stereo not given)
    1.1	-4	-2	0	3	-2	8	4	-3
CC1CCc2nc(NC(=O)CN3CCN(c4ccccc4)CC3)sc2C1 (stereo not given)
    0.94	-5	-2	5	-4	2	-26	-1	-8
Cc1ccc(CNC(=O)C2CCN(S(=O)(=O)c3cccs3)CC2)o1
    0.99	12	-5	2	5	9	9	9	23
CCOC(=O)N1CCN(C(=O)c2ccc(C#CC3(O)CCCCC3)cc2)CC1
    1	6	0	11	-1	2	11	-1	3
CC(NC(=O)c1ccc2c(c1)OCO2)C1CCCO1 (stereo not given)
    1	6	1	26	-3	1	43	1	2
CC(=O)NC1(C(F)(F)F)C(=O)Nc2c1c(=O)[nH]c(=O)n2Cc1ccco1 (stereo not given)
    1	-1	-2	-5	-7	1	2	2	9
CC(=O)NCC(=O)OCC(=O)c1ccc(C)cc1
    1	-43	9	2	5	2	-8	-19	11
c1ccc(Cc2nn3c(Cn4cnc5ccccc54)nnc3s2)cc1
    0.99	13	5	10	6	0	12	-13	?
O=C(NC(c1ccccc1)c1ccccc1)N1CCN(CCO)CC1
    1	2	6	-1	4	23	7	6	11
Cc1cc(N2CCCC2)n2nc(C)c(-c3ccccc3)c2n1
    1	-3	-4	-2	-2	26	0	0	3
CCCn1c(SCC(=O)Nc2nnc(-c3ccccc3)s2)nnc1-c1ccccn1
    1	-14	6	1	4	1	-7	-20	20
CCn1c(COc2ccccc2)nnc1SCC(=O)Nc1cc(OC)ccc1OC
    1	1	0	16	7	-5	0	3	11
CN(C(=O)COC(=O)COc1ccc(Cl)cc1)C1CCCCC1
    0.99	8	1	-1	1	11	8	2	0
Cc1nc2nc(C)c(CCC(=O)NCCC3=CCCCC3)c(C)n2n1
    0.99	-232	5	-29	-15	12	-18	1	-27
N#Cc1c2n(c(=S)n(-c3ccccn3)c1=O)CCCCC2
    1	-16	0	-8	2	2	-17	4	4
COCC(C)n1c(C)cc(C(=O)CN2C(=O)NC3(CCCCC3C)C2=O)c1C (stereo not given)
    1	-13	10	3	3	10	-5	-21	6
COC(=O)c1ccc(-c2nc(-c3cccs3)no2)cc1
    1.1	-12	1	24	0	11	48	-18	9
CCCCCCNS(=O)(=O)c1ccc(OC)c(OC)c1
    0.95	-24	1	1	1	22	4	14	1
CCCCn1c(SCn2nnc3ccccc3c2=O)nc2cc(C(=O)OC)ccc2c1=O
    1	17	1	2	5	15	10	-16	10
O=C(CCn1c(=S)[nH]c2cc3c(cc2c1=O)OCO3)N1CCN(C2CCCCC2)CC1
    1	4	-1	9	7	17	7	1	4
COc1ccc(-n2c(Cc3cccn3C)nnc2SCC(=O)Nc2cccc(C)c2C)cc1
    0.99	-6	3	0	5	32	-3	7	14
CCNc1nc(NC(C)C)nc(NS(=O)(=O)c2ccc(Cl)cc2)n1
    0.98	2	-1	16	-4	9	7	2	5
Cc1ccc(S(=O)(=O)c2nc(C)oc2NCc2ccccc2)cc1
    1.1	11	10	6	7	-4	14	-23	19
CCC(C(=O)NCCN1CCN(C)CC1)n1c(C)c2cnn(-c3ccccc3)c(=O)c2c1C (stereo not given)
    1	-5	2	0	-3	17	9	9	10
CCOC(=O)c1ccc(Nc2c(CC)c(C)nc3ncnn23)cc1
    1.1	-27	2	7	5	.	-7	2	16
CN(C)S(=O)(=O)c1cccc(C(=O)N2CCN(Cc3ccccc3)CC2)c1
    1	-63	-3	0	5	-1	-5	2	?
Cc1ccc(-c2noc(CN(C(=O)c3cccc(Br)c3)C(C)C)n2)cc1
    1.1	3	1	10	2	1	-1	2	3
COc1ccccc1Nc1nc(N)nc(CN2CCOCC2)n1
    1.1	-2	1	3	1	6	8	1	-3
CC1(C)CC(=O)C(C=Nc2ccccc2C(=O)O)=C(O)C1
    1.1	1	2	4	-1	-3	-3	3	0

Some of the entries so far, with values ahead of the structure:
Abs 340nm	C1s inh	CatB inh	FXIa mix inh	CatB mixtures	CatL block	Cathepsin G inh	FXIIa mix inh	CatS inh	Molecule
1	-63	-3	0	5	-1	-5	2	?	CN(C)S(=O)(=O)c1cccc(C(=O)N2CCN(Cc3ccccc3)CC2)c1
1	4	-1	9	7	17	7	1	4	O=C(CCn1c(=S)[nH]c2cc3c(cc2c1=O)OCO3)N1CCN(C2CCCCC2)CC1

(cont.)
Results follow in this order: Abs 340nm	C1s inh	CatB inh	FXIa mix inh	CatB mixtures	CatL block	Cathepsin G inh	FXIIa mix inh	CatS inh
O=C(c1ccccc1)N1CCCC(c2nc3c(nnn3Cc3ccccc3)c(=O)[nH]2)C1 (stereo not given)
    1	-13	4	0	0	5	-11	6	0
Cn1c(SCC(=O)NCC2CCCO2)nnc1-c1ccc(S(=O)(=O)N2CCCC2)cc1 (stereo not given)
    0.98	4	-1	5	1	0	0	-12	2
O=C(Nc1ccc(-c2nc3cccnc3s2)cc1)c1ccco1
    1.3	-39	11	-11	6	.	-5	7	7
Cc1nc(CNS(=O)(=O)c2ccccc2F)cs1
    1	5	2	-2	-9	.	4	-1	7
CCn1cc(S(=O)(=O)CC(=O)Nc2cccc(C)c2)c2ccccc21
    1	5	1	2	0	9	-1	-27	4
CC(=O)Nc1cc(NC(C)=O)c2nc(N)sc2c1
    0.99	-1	1	13	1	6	4	1	15
CCCN1C2CCCC1CC(NC(=O)c1cc(OC)c(OC)c(OC)c1)C2 (stereo not given)
    1	-36	1	-15	1	19	4	0	-8
Cc1c(C(=O)OCCN2CCCCC2)oc2ccccc12
    0.98	-34	3	-7	-11	22	-12	6	2
O=c1[nH]c(C2CCCN(S(=O)(=O)c3ccc(F)cc3)C2)nc2c1nnn2Cc1ccccc1 (stereo not given)
    0.99	14	-2	4	1	-2	12	8	-2
COc1ccccc1CN1CC(C(=O)NCc2cccnc2)CC1=O (stereo not given)
    0.98	1	5	6	4	7	10	6	20
CCNc1nc(C)c2cc(Br)c(=O)n(CC)c2n1
    1.2	-56	-14	-12	-6	-67	-12	-2	-15
CCOc1ccc2[nH]c(=O)c(CN(Cc3ccco3)C(=O)c3ccc(Br)cc3)cc2c1
    0.98	-17	2	2	3	4	6	8	0
COc1ccc(C)cc1NC(=O)CSc1nnc(-c2ccc(OC)c(OC)c2)n1N
    1	-9	1	3	2	4	-4	8	3
CCOC(=O)Cc1csc(SCC(=O)N2CCN(c3ccc(OC)cc3)CC2)n1
    1.1	14	3	2	3	6	11	2	4

In the list so far, eight contain an aryl thioether with sulfur outside any ring.
Results follow in this order: Abs 340nm	C1s inh	CatB inh	FXIa mix inh	CatB mixtures	CatL block	Cathepsin G inh	FXIIa mix inh	CatS inh
CC(=O)C(Sc1nc(N2CCOCC2)nc(N2CCOCC2)n1)C(=O)Nc1ccccc1 (stereo not given)
    1	2	3	-2	0	30	8	8	13
CCCn1c(SCC(=O)Nc2nnc(-c3ccccc3)s2)nnc1-c1ccccn1
    1	-14	6	1	4	1	-7	-20	20
CCn1c(COc2ccccc2)nnc1SCC(=O)Nc1cc(OC)ccc1OC
    1	1	0	16	7	-5	0	3	11
CCCCn1c(SCn2nnc3ccccc3c2=O)nc2cc(C(=O)OC)ccc2c1=O
    1	17	1	2	5	15	10	-16	10
COc1ccc(-n2c(Cc3cccn3C)nnc2SCC(=O)Nc2cccc(C)c2C)cc1
    0.99	-6	3	0	5	32	-3	7	14
Cn1c(SCC(=O)NCC2CCCO2)nnc1-c1ccc(S(=O)(=O)N2CCCC2)cc1 (stereo not given)
    0.98	4	-1	5	1	0	0	-12	2
COc1ccc(C)cc1NC(=O)CSc1nnc(-c2ccc(OC)c(OC)c2)n1N
    1	-9	1	3	2	4	-4	8	3
CCOC(=O)Cc1csc(SCC(=O)N2CCN(c3ccc(OC)cc3)CC2)n1
    1.1	14	3	2	3	6	11	2	4
